TbPYK inhibitor = inhibitors of Trypanosoma brucei pyruvate kinase; AID 624173; actives 0.12% (n = 410,000); Potency, µM (top dose mostly 76.8 µM), for the others: at the top dose activity, negative = inhibition, actives largely listed as inhibitors; TbPYK enzyme, Kinase-Glo Plus ATP luminescence, 45 min; also: nearly all actives have a fitted effect of over 50% in size
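Readout: single end-point luminescence (Kinase-Glo Plus, 10 min). Reaction conditions were TbPYK/substrate plus 130 uM ADP, 45 min at RT, pH 7.2 TEA buffer. No-enzyme wells served as controls, and data were normalized before concentration-response fitting.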
HCV inh = blocks hepatitis C virus. Huh7.5.1 HCVcc-Cre infection, luciferase reporter, 44 h. actives 3.4% (n = 340,000). Potency, µM (highest dose often 41.8 µM), for the others: top-dose activity change, negative = inhibition, hits mostly inhibitors
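1,000 cells/well; 4 h culture; + compound; + HCVcc-Cre (~0.5 moi); 44 h; luciferase substrate, RT 15 min; read 15 sec.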
Pf growth 48h = P. falciparum growth inhibition at 48 hours (one generation); P. falciparum luciferase growth in erythrocytes, 48 h; Potency, µM (doses to about 28.7 µM), without a hit: top-dose activity change, negative = inhibition, hits mostly inhibitors; actives 5.9% (n = 310,000)
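Here the parasites carry a stable luciferase gene and grow inside erythrocytes in Albumax-based RPMI medium with compound for one erythrocytic cycle. Activity is scored as loss of luminescent signal.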
Sm TGR inh = blocks Schistosoma mansoni thioredoxin glutathione reductase. actives 3% (n = 360,000). Potency, µM (top dose mostly 114 µM), for the others: top-dose activity change, negative = inhibition, actives largely listed as inhibitors. Q962Y6. AID 485364. purified TGR, DTNB reduction, TNB absorbance 405 nm; also: nearly all actives have a fitted effect of over 60% in size
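Kinetic colorimetric format: TGR-catalysed, NADPH-driven DTNB reduction monitored via TNB absorbance. Enzyme dispensed at 20 nM; compound exposure 15 min at room temperature before reaction start.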
Pf growth 96h = inhibits malaria parasite growth, 96 h. actives 6.9% (n = 320,000). Potency, µM (top dose mostly 28.7 µM), without a hit: top-dose activity change, negative = inhibition, hits mostly inhibitors. P. falciparum luciferase reporter growth, 96 h
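Two parasite generations (96 h, 37 C, 5% CO2) of compound exposure in infected erythrocytes (0.05% parasitemia, 2% hematocrit). Luciferase-reporter P. falciparum; decreased luminescence indicates inhibited growth, aimed at apicoplast-acting delayed death.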
LmPK inhibitor = LmPK (Leishmania mexicana) enzyme inhibition | actives 0.37% (n = 290,000) | Q27686 | Potency, µM (highest dose often 57.5 µM), for inactives: top-dose activity change, negative = inhibition, actives largely listed as inhibitors | purified LmPK, Kinase-Glo ATP luminescence, 1 h | AID 1721
Target sequence (Q27686 whole entry, looked up): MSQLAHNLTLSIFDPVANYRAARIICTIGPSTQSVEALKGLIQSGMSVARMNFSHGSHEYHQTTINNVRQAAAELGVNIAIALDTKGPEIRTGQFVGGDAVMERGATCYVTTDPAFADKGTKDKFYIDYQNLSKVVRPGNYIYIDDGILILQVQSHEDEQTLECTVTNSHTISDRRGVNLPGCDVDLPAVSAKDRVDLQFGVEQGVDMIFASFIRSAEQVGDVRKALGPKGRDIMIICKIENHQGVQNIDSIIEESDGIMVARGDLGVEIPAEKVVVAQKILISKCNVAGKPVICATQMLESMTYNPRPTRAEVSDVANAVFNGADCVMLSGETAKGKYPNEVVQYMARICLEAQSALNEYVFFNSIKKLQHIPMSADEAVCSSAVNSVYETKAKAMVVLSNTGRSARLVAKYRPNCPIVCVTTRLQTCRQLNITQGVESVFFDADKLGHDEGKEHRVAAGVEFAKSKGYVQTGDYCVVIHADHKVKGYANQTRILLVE
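Kinase-Glo luminescence read after 1 h RT reaction of 0.1 nM LmPK with 0.5 mM PEP and 0.1 mM ADP. Activity scaled between uninhibited and enzyme-free controls.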
An asterisk follows results filed as active; i = inactive; ? = inconclusive; / = no result given; [ ] = remark or other dose. Calls follow the shape of the dose curve; as a rule, active = well fitted curve in the direction sought with a large enough effect; inconclusive = small, poorly fitted or top-dose-only effect, or another doubt; inactive = no such curve, though single readings can be large; an effect the other way counts as inactive or inconclusive. % is scaled to controls: 0 for no effect and ±100 for the full control effect; potency is read from the fitted curve at half-maximal effect. Compounds as they come. Share with any hit: about 16%.

1. COc1ccc(NC(=O)CSc2nnc(C)c3ccccc23)cc1
2. Cc1onc(-c2ccccc2)c1C(=O)Nc1nnc(COc2ccc(Cl)cc2)s1
3. COc1ccccc1Nc1nccc(N(C)C)c1C#N
4. COc1ccc(-c2nn(-c3ccccc3)cc2CNCc2cccnc2)c(F)c1
5. O=C(OCc1ccccc1)c1cc(S(=O)(=O)N2CCCCC2)ccc1N1CCOCC1
6. CCOC(=O)CSc1nc2ccsc2c(=O)n1C1CCN(C(=O)OCC)CC1

Screen / compound no.	1	2	3	4	5	6
TbPYK inhibitor	-18%	?	-3%	0%	0%	0%
HCV inh	9%	-13%	24%	?	?	-9%
Pf growth 48h	19%	-2%	0%	?	?	?
Sm TGR inh	-2%	-2%	16%	-8%	2%	2%
Pf growth 96h	25%	72%[activator]	?	0%	12µM*	?
LmPK inhibitor	-4%	-2%	3%	-1%	/	0%

7. CCOC(=O)N1CCN(C(=O)c2oc3ccc(S(=O)(=O)N4CCCCC4)cc3c2C)CC1
8. CCc1ccc(-c2cc(C)no2)cc1S(=O)(=O)N1CCOc2ccc(C)cc21
9. COc1ccc(Cl)cc1NC(=O)CN(C)CC(=O)Nc1ccc(C)cc1Br
10. CCc1nnc(NC(=O)CN2C(=O)N(C)C3(CCCCC3)C2=O)s1
11. O=C(Cc1ccc(NC2=NC3CS(=O)(=O)CC3S2)cc1)N1CCN(c2ccc(F)cc2)CC1 (centres undefined)
12. CC(C)(C)N(CC(=O)NC1CCCCC1)C(=O)CS(=O)CC(=O)Nc1ccc(F)cc1 (centres undefined)

Screen / compound no.	7	8	9	10	11	12
TbPYK inhibitor	3%	-2%	1%	0%	-17%	0%
HCV inh	-21%	?	?	33%[activator]	13%	3%
Pf growth 48h	?	2.9µM*	-21%	?	5%	-15%
Sm TGR inh	-6%	-7%	10%	-9%	-2%	-14%
Pf growth 96h	/	?	?	?	12µM*	9%
LmPK inhibitor	0%	5%	6%	/	-10%	0%

13. CCN1C(=O)[C@H]2[C@@H](c3ccc(-c4ccc(C(C)=O)cc4)cc3)N3CCC[C@@]3(C(=O)OC)[C@H]2C1=O
14. CN(C)/C=N/c1nc2nccc(-c3ccc(F)cc3)n2n1
15. CCOC(=O)CSc1nc2c(sc(=S)n2-c2ccc(OCC)cc2)c(=O)[nH]1
16. COC(=O)c1cc(C#N)c(OC)nc1C
17. CC(=O)N=C(N)Sc1nc2ccccc2[nH]1
18. CN(C)C(CNC(=O)CCNC(=O)c1ccc(Br)cc1)c1ccco1 (centres undefined)

Screen / compound no.	13	14	15	16	17	18
TbPYK inhibitor	-4%	-14%	-1%	2%	3%	0%
HCV inh	?	-3%	2%	-9%	1%	34%[activator]
Pf growth 48h	?	224%[activator]	?	14%	i	-13%
Sm TGR inh	-27%	-15%	-6%	63%[activator]	2%	-9%
Pf growth 96h	?	-7%	?	-7%	/	?
LmPK inhibitor	/	-1%	11%	2%	-4%	/

19. O=C(COC(=O)c1ccc(Cl)nc1)Nc1ccc2c(c1)OCCO2
20. Cc1c(C(=O)Nc2ccccc2F)cnn1-c1ccccc1
21. CCOc1ccc(CN2C(=O)c3ccccc3C2=O)cc1C(=O)O
22. c1ccc(-c2ccccc2OCCCN2CCCC2)cc1
23. CCc1noc(C)c1C(=O)Nc1nc2c(C)cccc2s1
24. Cc1ccc(C(=O)NC(=S)Nc2ccc3[nH]c(=O)[nH]c3c2)cc1C

Screen / compound no.	19	20	21	22	23	24
TbPYK inhibitor	2%	-10%	-2%	3%	2%	-8%
HCV inh	34%[activator]	5%	30%	-23%	-24%	13%
Pf growth 48h	0%	108%[activator]	/	-23%	8%	36%[activator]
Sm TGR inh	-14%	-5%	-10%	0%	0%	0%
Pf growth 96h	-3%	197%[activator]	-8%	?	0%	44%[activator]
LmPK inhibitor	/	-8%	-1%	-1%	/	2%

25. Cc1ccc(C(=O)NNC(=O)CSc2nc(N)cc(N)n2)cc1
26. CCCCNc1nc2c(c(=O)[nH]c(=O)n2C)n1CCOc1ccccc1
27. C/C(=N\N=C1\NC(=O)C(Cc2ccccc2)S1)c1ccccc1 (centres undefined)
28. COc1cc(-c2nnc(SCC(=O)c3cc(C)n(CC4CCCO4)c3C)o2)cc(OC)c1OC (centres undefined)
29. COc1ccc(NC(=O)CSc2nnc(N)s2)c([N+](=O)[O-])c1
30. O=S(=O)(NCC1CCCO1)c1ccccc1 (centres undefined)

Screen / compound no.	25	26	27	28	29	30
TbPYK inhibitor	-3%	-5%	-3%	-3%	-5%	5%
HCV inh	15%	-4%	-17%	?	6%	5%
Pf growth 48h	20%	/	?	8.3µM*	2%	-4%
Sm TGR inh	-6%	-21%	-2%	-22%	1%	0%
Pf growth 96h	23%	-22%	?	-19%[5.75 µM]	?	-19%
LmPK inhibitor	0%	2%	5%	1%	-3%	-6%

31. CC(NC(=O)c1cc(Br)ccc1Br)c1ccccc1 (centres undefined)
32. COc1ccc(OC)c(NC(=O)Cn2nc(C)c3ccccc3c2=O)c1
33. CN(CC(=O)NCc1cccnc1)S(=O)(=O)c1ccccc1
34. COc1ccc(CNc2ccc3c(c2)ncn3-c2ccccc2OC)cc1
35. COc1ccc(CCNc2nc(=O)[nH]nc2C)cc1OC
36. Cc1c(Cl)cccc1-n1c(SCC(=O)N2CCC(C(=O)O)CC2)nc2ccccc2c1=O

Screen / compound no.	31	32	33	34	35	36
TbPYK inhibitor	/	-3%	-5%	-27%	1%	1%
HCV inh	/	10%	4%	?	8%	-1%
Pf growth 48h	24%	2%	14%	15µM*	8%	?
Sm TGR inh	17%	3%	4%	6%	5%	-12%
Pf growth 96h	41%[activator]	?	1%	13µM*	30%	?
LmPK inhibitor	0%	-6%	7%	0%	-1%	-2%

Single records, as listed above. Values in the order: TbPYK inhibitor | HCV inh | Pf growth 48h | Sm TGR inh | Pf growth 96h | LmPK inhibitor
`CC(NC(=O)c1cc(Br)ccc1Br)c1ccccc1` (centres undefined) is listed as / | / | 24% | 17% | 41%[activator] | 0%
`O=C(Cc1ccc(NC2=NC3CS(=O)(=O)CC3S2)cc1)N1CCN(c2ccc(F)cc2)CC1` (centres undefined) is listed as -17% | 13% | 5% | -2% | 12µM* | -10%

Next records
37. COc1ccc(-c2cn[nH]c2C)cc1
38. O=C(CO/N=C/c1ccc2c(c1)OCO2)Nc1cccc(Br)c1
39. CC1(C)NC(=O)N(CC(O)COC2CCCCC2)C1=O (centres undefined)
40. COc1ccc(N2C(=O)CSC23C(=O)Nc2ccccc23)cc1 (centres undefined)
41. COc1ccc(/C=C(/C#N)C(=O)Nc2cccnc2)cc1OC
42. CCOc1ccc(NCc2cccn2-c2nnc(N3CCC(C(=O)NCCCN4C(C)CCCC4C)CC3)s2)cc1 (centres undefined)

Screen / compound no.	37	38	39	40	41	42
TbPYK inhibitor	4%	1%	0%	-8%	3%	7%
HCV inh	3%	-1%	21%	23%	8%	?
Pf growth 48h	62%[activator]	-9%	5%	8%	-2%	?
Sm TGR inh	11%	6%	-14%	8%	4%	-13%
Pf growth 96h	49%[activator]	16%	?	?	-10%	-22%
LmPK inhibitor	3%	1%	-7%	0%	-2%	0%

43. Cc1[nH]c2ccccc2c1C(=O)CSc1nnc(C2CC2)o1
44. COc1ccc(NC(=O)c2noc3c2CCC3)cc1
45. COc1ccccc1NS(=O)(=O)c1cccc(C(=O)NCc2ccccn2)c1
46. O=C(NC(=S)Nc1ccc(S(=O)(=O)N2CCOCC2)cc1)c1ccccc1[N+](=O)[O-]
47. Cn1cc(Br)c(NC(=O)/C=C/C(=O)O)n1
48. O=C(NNC(=O)c1sccc1-n1cccc1)c1ccc(Cl)cc1

Screen / compound no.	43	44	45	46	47	48
TbPYK inhibitor	7%	-17%	-6%	1%	-9%	-6%
HCV inh	?	8%	-6%	4%	17%	-24%
Pf growth 48h	0%	-16%	-11%	?	-1%	?
Sm TGR inh	-4%	-23%	-22%	/	0.63µM*	-11%
Pf growth 96h	47%[activator]	/	1%	?	22%	0.33µM*
LmPK inhibitor	/	16µM*	-3%	7%	1%	-1%

49. COC(=O)C1=C(c2ccc(F)cc2OCc2ccccc2)C[C@@H]2CC[C@H]1N2C(=O)NCCNC(C)=O
50. O=C(c1cccc(S(=O)(=O)NCc2ccccc2)c1)N1CCN(Cc2ccccc2)CC1
51. O=C(O)CCCC(=O)N1N=C(c2ccco2)CC1c1ccco1 (centres undefined)
52. CC(C)C1OC(c2cccc(NC(=O)c3cccs3)c2)OCC1(C)C (centres undefined)
53. C/C(=N\NC(=O)c1cc(O)ccc1O)c1cccc(NC(=O)c2ccc(Cl)cc2)c1
54. O=C(CSc1nnc(-c2cnccn2)n1Cc1ccco1)c1ccc(Cl)c(Cl)c1

Screen / compound no.	49	50	51	52	53	54
TbPYK inhibitor	0%	3%	-4%	0%	-20%	-21%
HCV inh	11%	-7%	7%	?	?	?
Pf growth 48h	?	-8%	-18%	1.9µM*	?	/
Sm TGR inh	-20%	-17%	-33%	7%	40µM*	?
Pf growth 96h	?	/	-25%	?	?	13%
LmPK inhibitor	/	10%	0%	-1%	1%	6%

55. Cc1ccc(CNC(=O)c2cc3c(C)nc4ccccc4c3o2)cc1
56. Cc1c(C(=O)N2CCCCC2)c(S(=O)(=O)NCc2ccc(F)cc2)c(C)n1C
57. CCOC(=O)C1=C(C)N=c2s/c(=C\c3ccc(OCC(=O)O)cc3)c(=O)n2C1c1ccccc1 (centres undefined)
58. C[C@H]1O[C@@H](O[C@H]2[C@@H](O)C[C@H](O[C@H]3[C@@H](O)C[C@H](O[C@H]4CC[C@@]5(C)[C@H](CC[C@@H]6[C@@H]5CC[C@]5(C)[C@@H](C7=CC(=O)OC7)CC[C@]65O)C4)O[C@@H]3C)O[C@@H]2C)C[C@H](O)[C@@H]1O
59. COc1ccc(N(C(=O)c2snc(C(N)=O)c2N)C(C(=O)NC2CCCC2)c2cccs2)cc1OC (centres undefined)
60. CC(C)CCc1noc(CN2CCN(c3ccc(Cl)cn3)CC2)n1
61. COc1cc(/C=C2/C(=N)N3C(c4ccccc4)=CSC3=NC2=O)ccc1OCC(=O)O
62. CCOC(=O)N1CCN(CC(=O)Nc2nc3ccccc3s2)CC1

Screen / compound no.	55	56	57	58	59	60	61	62
TbPYK inhibitor	-14%	2%	?	-12%	8%	-9%	1%	-16%
HCV inh	?	13%	1%	-11%[8.37 µM]	?	-6%	15%	?
Pf growth 48h	1%	23%	7.4µM*	?	?	0%	?	17%
Sm TGR inh	-5%	?	-2%	1%	6%	9%	-13%	5%
Pf growth 96h	19%	-3%	10µM*	4.1µM*	0%	?	-4%	?
LmPK inhibitor	2%	5%	1%	2%	5%	4%	0%	0%

Filtered by structure, those above containing fluorine (7)
4. COc1ccc(-c2nn(-c3ccccc3)cc2CNCc2cccnc2)c(F)c1
11. O=C(Cc1ccc(NC2=NC3CS(=O)(=O)CC3S2)cc1)N1CCN(c2ccc(F)cc2)CC1 (centres undefined)
12. CC(C)(C)N(CC(=O)NC1CCCCC1)C(=O)CS(=O)CC(=O)Nc1ccc(F)cc1 (centres undefined)
14. CN(C)/C=N/c1nc2nccc(-c3ccc(F)cc3)n2n1
20. Cc1c(C(=O)Nc2ccccc2F)cnn1-c1ccccc1
49. COC(=O)C1=C(c2ccc(F)cc2OCc2ccccc2)C[C@@H]2CC[C@H]1N2C(=O)NCCNC(C)=O
56. Cc1c(C(=O)N2CCCCC2)c(S(=O)(=O)NCc2ccc(F)cc2)c(C)n1C

Screen / compound no.	4	11	12	14	20	49	56
TbPYK inhibitor	0%	-17%	0%	-14%	-10%	0%	2%
HCV inh	?	13%	3%	-3%	5%	11%	13%
Pf growth 48h	?	5%	-15%	224%[activator]	108%[activator]	?	23%
Sm TGR inh	-8%	-2%	-14%	-15%	-5%	-20%	?
Pf growth 96h	0%	12µM*	9%	-7%	197%[activator]	?	-3%
LmPK inhibitor	-1%	-10%	0%	-1%	-8%	/	5%

Screening data: PubChem, National Center for Advancing Translational Sciences (NCATS)
